Source: PubChem BioAssay
PAD4 inh: human PAD4 inhibitors, primary screen, biochemical, fluorescence polarization, 1536-well format. Protein-arginine deiminase type-4 (Homo sapiens), Q9UM07. recombinant PAD4, RCA probe fluorescence polarization. inhibition, % at 6.36 µM. actives 0.41% (n = 330,000). AID 485272, 2010;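 active = percent inhibition above a cutoff equal to the mean of all tested compounds plus 3 SD, cut at about 15% in these data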;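 note: 0% = PAD4 with RCA probe and DMSO and 100% = probe without PAD4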
Target sequence (Q9UM07 whole entry, looked up): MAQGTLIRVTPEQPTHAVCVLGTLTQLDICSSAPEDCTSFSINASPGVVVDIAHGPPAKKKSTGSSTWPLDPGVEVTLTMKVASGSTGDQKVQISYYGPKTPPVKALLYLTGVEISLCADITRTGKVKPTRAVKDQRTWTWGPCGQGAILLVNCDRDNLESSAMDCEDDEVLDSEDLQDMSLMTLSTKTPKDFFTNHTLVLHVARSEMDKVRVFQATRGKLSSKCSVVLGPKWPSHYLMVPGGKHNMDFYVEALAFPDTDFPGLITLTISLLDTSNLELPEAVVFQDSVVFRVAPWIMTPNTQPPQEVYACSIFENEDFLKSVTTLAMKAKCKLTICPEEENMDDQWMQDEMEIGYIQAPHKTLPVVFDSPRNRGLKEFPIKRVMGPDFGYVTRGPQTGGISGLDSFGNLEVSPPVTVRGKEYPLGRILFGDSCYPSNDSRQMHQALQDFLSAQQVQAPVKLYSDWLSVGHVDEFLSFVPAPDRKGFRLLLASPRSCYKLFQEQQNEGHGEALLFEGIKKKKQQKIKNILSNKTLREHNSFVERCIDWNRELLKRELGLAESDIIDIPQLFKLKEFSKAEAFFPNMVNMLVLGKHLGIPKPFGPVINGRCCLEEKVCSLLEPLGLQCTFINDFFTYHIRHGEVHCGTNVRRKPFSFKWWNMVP
PAFAH1B3 inh: PAFAH1B3 enzyme inhibitors, primary screen, biochemical, fluorescence polarization, human; actives 0.28% (n = 340,000); Platelet-activating factor acetylhydrolase IB subunit alpha1 (Homo sapiens), Q15102; inhibition, % at 3.39 µM; recombinant PAFAH1B3, FP-rhodamine probe; AID 492972, 2010;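 active = inhibition above the screen-wide average of all tested compounds plus 3 SD, cut at about 25% in these data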;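 note: 0% = enzyme with DMSO only and 100% = wells lacking PAFAH1B3 protein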
Target sequence (Q15102 whole entry, looked up): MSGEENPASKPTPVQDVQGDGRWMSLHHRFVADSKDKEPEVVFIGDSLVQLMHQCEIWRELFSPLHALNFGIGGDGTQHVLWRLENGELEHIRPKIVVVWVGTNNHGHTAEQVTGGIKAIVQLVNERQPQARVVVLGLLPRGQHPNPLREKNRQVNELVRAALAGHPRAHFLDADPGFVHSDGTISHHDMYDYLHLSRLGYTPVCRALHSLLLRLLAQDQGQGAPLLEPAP
GSTO1 inh: inhibitors of recombinant GSTO1, primary screen, counter-screen for RBBP9 inhibitor project, biochemical, fluorescence polarization; Glutathione S-transferase omega-1 (Homo sapiens), P78417; activity-based probe fluorescence polarization; inhibition, % at 5.96 µM; actives 1.1% (n = 300,000); AID 1974, 2009;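 active = inhibition above the campaign mean inhibition plus 3 SD, cut at about 35% in these data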;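 note: 0% = GSTO1-1 with DMSO and 100% = wells lacking GSTO1-1 enzyme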
PAFAH2 inh: PAFAH2 enzyme inhibitors, primary screen, biochemical, fluorescence polarization, human; recombinant PAFAH2, FP-rhodamine activity probe; inhibition, % at 3.39 µM; actives 0.99% (n = 340,000);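 active = inhibition above the mean over all tested compounds plus 3 SD, cut at about 30% in these data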;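 note: inhibitors block probe labeling of enzyme so polarization drops; 0% = enzyme with DMSO and 100% = wells lacking PAFAH2 protein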
PAFAH1B2 inh: PAFAH1B2 enzyme inhibitors, primary screen, biochemical, fluorescence polarization, human | Platelet-activating factor acetylhydrolase IB subunit alpha2 (Homo sapiens), P68402 | recombinant PAFAH1B2, FP-rhodamine activity probe | inhibition, % at 3.39 µM | actives 1.2% (n = 340,000) | AID 492953, 2010;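 active = inhibition above the mean of all tested compounds plus 3 SD, cut at about 24% in these data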;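 note: 0% = enzyme with DMSO and 100% = wells lacking PAFAH1B2; many of its hits are not listed in these tables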
Target sequence (P68402 whole entry, looked up): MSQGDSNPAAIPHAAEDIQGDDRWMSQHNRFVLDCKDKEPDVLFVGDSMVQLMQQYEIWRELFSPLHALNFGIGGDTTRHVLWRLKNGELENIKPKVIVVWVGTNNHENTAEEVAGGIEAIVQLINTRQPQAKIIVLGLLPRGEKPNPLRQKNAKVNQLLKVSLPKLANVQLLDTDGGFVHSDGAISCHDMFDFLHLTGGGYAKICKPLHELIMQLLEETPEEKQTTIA
Fam108B inh: mouse Fam108B serine hydrolase inhibitors, primary screen, counter-screen for RBBP9 inhibitor project, biochemical, fluorescence polarization; recombinant Fam108B, FP-Rh probe fluorescence polarization; inhibition, % at 9.51 µM; actives 0.33% (n = 300,000);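 active = inhibition above the screen mean inhibition plus 3 SD, computed separately per campaign, cut at about 18% in these data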;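 note: inhibitors lower polarization as less probe binds the enzyme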
LYPLA1 counter: LYPLA1 inhibitors, primary screen, counter-screen for PME1 inhibitor project, biochemical, fluorescence polarization, FP-Rh probe ABPP; actives 0.16% (n = 320,000); inhibition, % at 5.9 µM; recombinant LYPLA1; Acyl-protein thioesterase 1 (Homo sapiens), O75608; AID 2174, 2009;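 active = inhibition above the mean of all tested compounds plus 3 SD, set per campaign, cut at about 14% in these data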;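 note: inhibitors block serine hydrolase probe labeling of LYPLA1 so polarization falls; 0% = enzyme with DMSO and 100% = wells lacking LYPLA1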
PME-1 inh: PME-1 inhibitors via competitive probe labeling, primary screen, biochemical, fluorescence polarization, FP-Rh probe, HTS | recombinant PME-1 | inhibition, % at 5.9 µM | actives 0.53% (n = 320,000);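 active = inhibition above the campaign mean of all compounds plus 3 SD, cut at about 26% in these data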;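 note: competitive labeling of PME-1 active site by serine hydrolase directed probe; 0% = PME-1 with DMSO and 100% = wells lacking PME-1 enzyme; inhibitors block probe labeling so polarization falls and inhibition rises; many of its hits are not listed in these tables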
pPAFAH FP inh: pPAFAH enzyme inhibitors, primary screen, biochemical, fluorescence polarization, human. recombinant pPAFAH, FP-rhodamine probe fluorescence polarization. inhibition, % at 3.39 µM. actives 1.5% (n = 330,000). AID 463082, 2010;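 active = inhibition above the mean inhibition across the screen plus 3 SD, cut at about 25% in these data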;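 note: inhibitors block binding of the rhodamine activity-based probe so polarization drops; 0% = enzyme with DMSO and 100% = wells lacking pPAFAH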
Active calls of the source: *; x = no result given. A portion of the library; count on the stated rates, not on these rows.

SMILES | PAD4 inh | PAFAH1B3 inh | GSTO1 inh | PAFAH2 inh | PAFAH1B2 inh | Fam108B inh | LYPLA1 counter | PME-1 inh | pPAFAH FP inh
Cc1ccc(NC(=O)COC(=O)Cc2ccsc2)cc1S(=O)(=O)N1CCOCC1 | -3 | 0 | 4 | 8 | 6 | 4 | 1 | -2 | 12
COc1ccc(NC(=O)CN(C)CC(=O)Nc2ccccc2SC)cc1 | 2 | 6 | 1 | 0 | 1 | 7 | 2 | 1 | 2
Cc1nc2ccccc2c(=O)n1/N=C/c1ccco1 | -2 | 1 | 9 | 6 | -1 | -3 | 6 | 5 | 8
O=C(CSCc1ccc(F)cc1)NC1CCCC1 | -6 | 10 | 3 | 4 | 7 | 3 | 1 | 0 | 1
Cn1c(SCC(=O)NCC2CCCO2)nnc1-c1ccco1 (centres undefined) | 2 | 2 | x | 1 | 6 | x | 0 | 3 | 0
CCc1ccc(OCC(=O)OC(C)C(=O)Nc2ccc(Cl)cn2)cc1 (centres undefined) | -2 | -1 | x | -6 | -1 | x | -5 | 6 | 12
COc1ccc(/C(N)=N/OC(=O)Cc2ccc(OC)c(OC)c2)cc1 | 3 | 5 | 0 | 1 | 3 | 1 | -3 | 4 | 1
O=C(NCC(=O)N1CCN(C(=O)c2ccccc2)CC1)c1ccc(Cl)cc1Cl | 0 | 2 | x | -2 | 4 | x | 5 | -1 | 5
COC(=O)C(OC(=O)c1ccccc1)C(C)Br (centres undefined) | 4 | 11 | x | -4 | 7 | x | 2 | 6 | -2
COc1ccc(OC)c(NC(=O)CNC(=O)Cn2ccc3ccccc3c2=O)c1 | 0 | 1 | 7 | 8 | 4 | 1 | -1 | 2 | 3
NS(=O)(=O)c1ccc(NC(=O)COC(=O)Cc2c[nH]c3ccccc23)cc1 | 0 | 6 | x | -3 | 5 | x | x | x | 7
Cc1onc(-c2ccccc2)c1C(=O)Nc1sc2c(c1C(N)=O)CCC2 | -1 | -7 | -4 | 20 | 3 | 6 | -6 | 4 | 11
CC1CC(C)CN(S(=O)(=O)c2ccc(C(=O)N3CCCC3)cc2)C1 (centres undefined) | -6 | -9 | -2 | 1 | 4 | 2 | -4 | 5 | -1
COc1cccc(/C=C/c2ccncc2)c1OC | 4 | -2 | -2 | 1 | -1 | -2 | 1 | 1 | 1
N#CC1(NC(=O)CN2CCN(S(=O)(=O)c3ccccc3F)CC2)CCCC1 | -2 | 4 | 14 | 4 | 1 | 2 | 2 | 4 | 3
Cc1ccc(C)c(N(CC(=O)NC2CCCC2)C(=O)CCC(=O)Nc2nccs2)c1 | -6 | -1 | 2 | -26 | 1 | 0 | -3 | 0 | 1
COC(=O)C1=C(C)NC(C)=C(C(=O)OC)C1/C=C/c1ccccc1 | -5 | 6 | 8 | 7 | -1 | -3 | -5 | -4 | -4
Cc1cccc(CCNC(=O)CN(C)S(=O)(=O)c2ccc3c(c2)c(=O)n(C)c(=O)n3C)c1 | -2 | -6 | 6 | 12 | -1 | 1 | 0 | 3 | -13
Cc1noc(C)c1S(=O)(=O)N1CCN(c2ccc([N+](=O)[O-])cc2)CC1 | -1 | -2 | 7 | -1 | 2 | 3 | 0 | 3 | -2
COc1ccc(CC(=O)OCC(=O)c2c(N)n(C)c(=O)n(C)c2=O)cc1OC | -1 | 3 | x | 0 | 2 | x | 2 | 1 | -1
COc1ccc(NC(=O)CSc2nc3c(cc2C#N)CN(C)CC3)cc1 | 1 | -7 | -8 | 1 | 0 | 1 | 0 | -5 | 2
Cc1nc(-c2ccccc2)sc1C(=O)CSc1ccc(Cl)cc1 | -9 | -5 | -10 | -19 | -4 | -8 | 0 | -10 | 11
O=C(Nc1cc(Cl)ncn1)c1ccccc1 | -5 | x | -3 | x | x | 0 | 1 | 2 | -4
CC(C)c1cc(C(=O)N2CCCC(Nc3ccc(F)cc3)C2)nc(N)n1 (centres undefined) | 2 | 7 | -1 | -23 | 4 | 3 | -1 | 7 | -5
O=C(Nc1ccccc1)C1CCCN(S(=O)(=O)c2ccc(-n3cnnn3)cc2)C1 (centres undefined) | 2 | 5 | 4 | 3 | 4 | -2 | 2 | -4 | 0
COc1ccc(C(=O)CC(=O)C(=O)Nc2cccc(F)c2)cc1 | -1 | 8 | 4 | 0 | 3 | 6 | 4 | 5 | 5
Cc1ccc(C=Nc2cccnc2N)cc1 | 15* | 2 | 5 | 7 | 3 | -2 | -6 | 4 | 7
Cc1ccc(CN2CCN(CCCn3cccn3)CC2CCO)cc1 (centres undefined) | -1 | 5 | 4 | 3 | 6 | 0 | 2 | 2 | 1
COc1ccccc1C1CC(=O)Oc2cc(C)c(Cl)cc21 (centres undefined) | -4 | 12 | x | 2 | 8 | x | x | x | 10
CCCN1CCN(CCCNC(=O)CN2C(=O)C(CC)Oc3ccccc32)CC1 (centres undefined) | -2 | 6 | -3 | -1 | 3 | 0 | -1 | -2 | 2
CC(=O)N1CCSc2ccc(S(=O)(=O)NCCc3ccc(C)cc3)cc21 | -3 | 3 | 19 | 3 | 17 | 0 | 2 | 0 | 12
CCc1ccc(NC(=O)CC2C(=O)NCCN2C(=O)c2ccccc2OC)cc1 (centres undefined) | -3 | 4 | -7 | 0 | 1 | 0 | -3 | 1 | 1
C/C(=N/NC(=O)c1sc(NS(=O)(=O)c2ccccc2)nc1C)c1ccccc1 | -3 | 7 | 6 | 2 | 21 | 2 | -4 | 0 | 14
CC1CC(C)CN(CCCNC(=O)CCNC(=O)Cn2cnc3ccccc3c2=O)C1 (centres undefined) | -4 | 9 | 4 | 1 | -5 | -2 | -1 | -6 | 0
O=C1CCCc2nc3c(cc21)C(O)Oc1c-3ccc2ccccc12 (centres undefined) | -5 | 2 | -14 | -6 | -3 | -5 | 0 | -8 | -4
CC1CCCC(C)N1CC(C)(C)NS(=O)(=O)c1ccc(Cl)cc1 (centres undefined) | -1 | 3 | -3 | -2 | 0 | 1 | 3 | 11 | 7
COc1ccc(C2=Nn3c(nnc3-c3ccccc3Cl)SC2)cc1OC1CCCC1 | -2 | -1 | x | 2 | 6 | x | x | x | 7
C/C(=N\OCc1ccccc1)c1c(O)cc(C(C)C)n(-c2ccccc2)c1=O | -1 | -3 | 0 | -4 | 8 | -1 | 4 | 3 | 1
Cc1occc1C(=O)NC(C)C1CCCO1 (centres undefined) | 3 | 3 | -5 | 14 | -1 | -2 | -3 | 1 | 3
O=C1CC2(CCN(C(=O)C(=O)c3c[nH]c4ccccc34)CC2)Oc2ccccc21 | -4 | 7 | -12 | -7 | 5 | 0 | 2 | 1 | 7
CC(=O)N1c2ccc(S(=O)(=O)NCCc3ccccc3)cc2CC1C (centres undefined) | 0 | 5 | -3 | -4 | 5 | 4 | 3 | 3 | 17
COC(=O)CSc1nnc(CNC(=O)c2ccco2)n1-c1ccc(F)cc1 | -1 | 3 | 4 | -10 | -5 | 0 | -4 | 3 | 4
Cc1nc2ccc(NC(=S)N3CCN(c4ccccn4)CC3)cc2nc1C | 1 | 0 | -1 | 1 | 5 | 3 | -2 | 4 | -3
Nc1nnc(CSCc2ccccc2)s1 | 3 | 2 | 5 | 5 | 4 | 6 | 1 | -14 | 8
CCC(Oc1ccccc1)C(=O)Nc1ccc(S(=O)(=O)Nc2cc(C)on2)cc1 (centres undefined) | -2 | 2 | 0 | -3 | 1 | -1 | -2 | -9 | 4
COc1ccc(CCN(CC(=O)NC(C)(C)C)C(=O)Cn2nnc(-c3ccc(C)o3)n2)cc1OC | -2 | 5 | -1 | 4 | 4 | -1 | 0 | -3 | 5
COc1ccc(CC(=O)Nc2ccc3c(C)cc(=O)oc3c2)cc1OC | 3 | 2 | 1 | 0 | 0 | 4 | 2 | -4 | 6
COc1ccc(OCC(O)CN2CCN(c3ccccc3)CC2)cc1 (centres undefined) | -1 | 8 | 3 | -1 | -3 | -6 | -3 | 0 | -1
O=C(O)CC(Cc1ccc(Br)cc1)C(=O)Nc1ccccc1 (centres undefined) | 1 | 10 | -2 | 6 | 11 | 1 | -3 | -2 | 3
CC1CCCCN1C(=O)Cc1ccc(Cl)cc1 (centres undefined) | 4 | 5 | 6 | -8 | 6 | 1 | -4 | -2 | 2
CCn1cc2nc(SCC(=O)Nc3ccc(OC)cc3OC)n(Cc3ccc(OC)cc3)c(=O)c2n1 | -2 | 9 | -3 | 0 | 7 | 2 | -2 | 0 | 15
CCOCCCNC(=O)CN1C(=O)COc2ccc(S(=O)(=O)N3CCCCCC3)cc21 | 1 | 0 | 10 | -4 | 2 | 2 | 2 | -4 | 0
O=S(=O)(NCC(O)COCc1ccco1)c1cccs1 (centres undefined) | -5 | 2 | 4 | 2 | 7 | -4 | -2 | 2 | 5
O=C(O)COCC(=O)Nc1ccc(Oc2ncnc3cc(Cl)ccc23)nc1 | 1 | x | 1 | x | x | 1 | 0 | -5 | 4
CC(C)CCn1c(SCC(N)=O)nc2c1c(=O)n(C)c(=O)n2C | -2 | 4 | 4 | -1 | 3 | 0 | 3 | -1 | -1
COc1ccc(NC(=O)c2sc3nc(N4CCCC4)c4c(c3c2N)CC(C)(C)OC4)c(OC)c1 | -4 | 5 | 2 | -4 | 2 | 3 | -1 | 3 | 13
CC(C)c1nc(N2CCN(C(=O)c3ccco3)CC2)c(C#N)c2c1COC(C)(C)C2 | 3 | 3 | 1 | 4 | 8 | -1 | -2 | 8 | 11
CNCC(O)Cn1c2c(c3ccccc31)CCCC2 (centres undefined) | 2 | -4 | 5 | -5 | 3 | 3 | 2 | -8 | -1
COc1cc(Cl)c(C)cc1NC(=O)CSc1nc2ccccc2o1 | 2 | -4 | -3 | 2 | -4 | -5 | -7 | 2 | 7
N#C/C(=C\c1c(Oc2ccccc2F)nc2ccccn2c1=O)C(=O)NC1CCS(=O)(=O)C1 (centres undefined) | -3 | 18 | -3 | -1 | 6 | 4 | 8 | 0 | 1
Nc1nc(NCCCN2CCOCC2)nc(Nc2ccccc2)c1[N+](=O)[O-] | -3 | 1 | -4 | -2 | 5 | 4 | 0 | 3 | 6
COc1cccc(OC)c1C(=O)Nc1nnc(-c2cccs2)s1 | -3 | 10 | -1 | 6 | 2 | 1 | -1 | 5 | 2

Some of these compounds in order of molecular weight, rising.
SMILES | PAD4 inh | PAFAH1B3 inh | GSTO1 inh | PAFAH2 inh | PAFAH1B2 inh | Fam108B inh | LYPLA1 counter | PME-1 inh | pPAFAH FP inh
CC1CCCCN1C(=O)Cc1ccc(Cl)cc1 (centres undefined) | 4 | 5 | 6 | -8 | 6 | 1 | -4 | -2 | 2
COc1cccc(OC)c1C(=O)Nc1nnc(-c2cccs2)s1 | -3 | 10 | -1 | 6 | 2 | 1 | -1 | 5 | 2
Nc1nc(NCCCN2CCOCC2)nc(Nc2ccccc2)c1[N+](=O)[O-] | -3 | 1 | -4 | -2 | 5 | 4 | 0 | 3 | 6

Taken from above:
Under LYPLA1 counter, COc1ccc(OC)c(NC(=O)CNC(=O)Cn2ccc3ccccc3c2=O)c1 reads -1
Under PAFAH1B2 inh, COc1cccc(OC)c1C(=O)Nc1nnc(-c2cccs2)s1 reads 2
